Bioassay records as filed in PubChem BioAssay.
KCNK9 block: blocks the human KCNK9 two-pore domain potassium channel | hit rate 1.2% among 310,000 | HEK293 KCNK9, FluxOR thallium flux fluorescence; active compounds read low | B-score at 10 µM | Q9NPC2;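 active = ratio B-score over 3 SD below the library mean, with starting fluorescence within 5 SD of its mean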;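 also: negative B-score means less thallium flux so channel inhibition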
SKKanGAS inh: blocks kanamycin growth of S. pyogenes SKKanGAS strain | AID 1662 | hit rate 1.3% among 300,000 | inhibition, % at 7.5 µM | BacTiter-Glo, 6 h;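 active = mean replicate score, as percent of positive control median, at least 50; inconclusive = mean below 50 but one replicate at or above 50; inactive = mean and every replicate below 50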;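 also: strain carries kanamycin resistance gene driven by streptokinase promoter and grows in 40 µg/ml kanamycin; loss of luminescence reflects streptokinase promoter inhibition or plain growth inhibition; 0% = median of DMSO wells and 100% = positive control at its reference dose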
KCNK3 block: human KCNK3 channel inhibition, primary screen | CHO-KCNK3 thallium flux, FluxOR fluorescence; active compounds read low | B-score at 10 µM | hit rate 0.84% among 340,000 | AID 602410;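 active = B-score under library mean minus 4 SD, starting fluorescence ratio at most library mean plus 5 SD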;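 also: more negative B-score means stronger inhibition of thallium flux through KCNK3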
hERG rescue: shields human hERG channel from block by proarrhythmic agents; Q12809; CHO-hERG, FluxOR thallium flux, dofetilide IC70 present; activation (rescue from dofetilide block), less the hit threshold, % at 10 µM; hit rate 0.51% among 310,000; AID 1511;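 active = activation above the mean of controls blocked by dofetilide plus 5 SD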;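 also: thallium influx through hERG after potassium depolarization seen as dye fluorescence rise; in these data hits start at about 4.7%; inactives centre near -7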
RGS4 pot: RGS4 potentiation or activation; B-score at 10 µM; HEK293 M3R/inducible RGS4, carbachol calcium flux Fluo4; active compounds read low; hit rate 0.92% among 310,000;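 active = B-score of the integrated calcium signal more than 4 SD below the library mean, with starting fluorescence not abnormally high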;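 also: negative B-score means reduced calcium response which marks RGS4 activation or potentiation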
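Material: M3R-expressing HEK293 line, RGS4 induced by doxycycline | Schedule: Overnight RGS4 induction, 30 min dye load 37 °C, 20 min compound RT | Measured by: Fluo4 fluorescence kinetic imaging of calcium | Read-out: Integrated calcium ratio converted to B score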
HDAC3 inh: inhibitors of human histone deacetylase 3; inhibition, % at 8.3 µM; O15379; recombinant HDAC3, fluorogenic peptide/trypsin coupled, fluorescence; hit rate 0.15% among 320,000; AID 2718; in the data active = inhibition above about 26%, passing the limit was not always enough; inconclusive = no clear call, values can overlap the other calls
RGS4 block: inhibitors of human RGS4; P49798; HEK293 M3R/RGS4 inducible, Fluo-4 calcium flux; active compounds read high; triggered by carbachol at its EC20; B-score at 10 µM; hit rate 0.45% among 310,000; AID 463165;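 active = B-score, a plate-corrected calcium signal, over three deviations above library mean, with baseline fluorescence within five deviations of library mean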;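 also: RGS4 expression induced by doxycycline in cells with stable M3 receptor; B-score is computed from the integrated fluorescence ratio over baseline after carbachol; higher B-score means a larger calcium signal and so more RGS4 inhibition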
ANO1 activ: mouse TMEM16A channel activation, primary screen. B-score at 10 µM. AID 623877. Q8BHY3. HEK293 TMEM16A/YFP-H148Q/I152L, iodide quench fluorescence; active compounds read low. hit rate 0.3% among 340,000;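 active = fluorescence-ratio B-score plate-corrected deviation score at least 3 library SD below zero, with starting fluorescence score within 5 deviations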;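 also: channel opened by trigger with iodide after compound preincubation; score built on the fluorescence ratio of max minus min over baseline; more negative score means more quench and so TMEM16A activation or potentiation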
Target sequence (Q8BHY3 whole entry, looked up): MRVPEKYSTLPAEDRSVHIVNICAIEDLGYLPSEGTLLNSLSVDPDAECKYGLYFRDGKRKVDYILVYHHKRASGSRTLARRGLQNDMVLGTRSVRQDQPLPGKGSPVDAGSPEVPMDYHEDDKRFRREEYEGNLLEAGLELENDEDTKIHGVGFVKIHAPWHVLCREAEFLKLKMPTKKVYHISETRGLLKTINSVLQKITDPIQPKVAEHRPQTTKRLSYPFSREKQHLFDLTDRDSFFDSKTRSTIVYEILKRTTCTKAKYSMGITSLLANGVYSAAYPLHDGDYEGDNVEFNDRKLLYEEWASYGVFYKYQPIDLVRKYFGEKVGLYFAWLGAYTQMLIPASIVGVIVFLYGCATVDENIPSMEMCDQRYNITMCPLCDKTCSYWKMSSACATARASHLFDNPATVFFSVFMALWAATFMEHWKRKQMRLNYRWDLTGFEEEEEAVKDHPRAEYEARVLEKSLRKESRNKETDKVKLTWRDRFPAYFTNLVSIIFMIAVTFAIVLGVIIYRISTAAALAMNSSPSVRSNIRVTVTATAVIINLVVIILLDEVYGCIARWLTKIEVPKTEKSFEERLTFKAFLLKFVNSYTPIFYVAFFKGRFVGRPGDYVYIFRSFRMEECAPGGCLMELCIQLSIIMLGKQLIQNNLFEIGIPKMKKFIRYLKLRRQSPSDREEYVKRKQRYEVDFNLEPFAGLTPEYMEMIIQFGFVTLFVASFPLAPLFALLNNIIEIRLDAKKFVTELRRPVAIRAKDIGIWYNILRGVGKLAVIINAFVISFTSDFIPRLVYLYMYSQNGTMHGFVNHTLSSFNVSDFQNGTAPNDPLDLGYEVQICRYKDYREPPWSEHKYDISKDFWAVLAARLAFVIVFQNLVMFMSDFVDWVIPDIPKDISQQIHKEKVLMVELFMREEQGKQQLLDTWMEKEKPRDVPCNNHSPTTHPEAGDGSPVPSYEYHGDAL
KCNQ1 block: inhibitors of human KCNQ1 potassium channel. P51787. CHO-K1 KCNQ1, FluxOR thallium flux fluorescence; active compounds read high. B-score at 10 µM. hit rate 1.3% among 310,000. AID 2642;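 active = compounds whose thallium flux B-score, printed positive for inhibition, exceeds three library SD while starting fluorescence stays within three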;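 also: channel opened by potassium depolarization with thallium stimulus after 20 min compound exposure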
KCNQ1 pot: human KCNQ1 channel potentiation or activation; hit rate 0.35% among 310,000; CHO-K1 KCNQ1, thallium flux FluxOR fluorescence; active compounds read high; B-score at 10 µM; P51787;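 active = fluorescence ratio B-score, a plate-corrected score, at least three library SD, with initial intensity B-score within 5 SD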
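Assay system: CHO-K1 cells stably expressing KCNQ1; Medium: assay buffer with matched DMSO; Also added: K+/Tl+ depolarizing stimulus; Dosing: single dose; Timing: dye 90 min, compound 20 min, room temperature; Measured by: kinetic FluxOR thallium fluorescence, 10-s 1-Hz baseline, 110-s post-stimulus read; Read-out: peak-minus-minimum fluorescence over initial fluorescence, negative-control normalized, B-scored.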
ANO1 block: blocks the mouse calcium-activated chloride channel TMEM16A | normalized B-score (activity score, 25-100; higher = stronger inhibition) at 10 µM | hit rate 1.2% among 310,000 | HEK293 TMEM16A/YFP iodide influx fluorescence, ionomycin | AID 588511 | Q8BHY3;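 active = ratio plate-corrected score three or more library SD toward inhibition, starting fluorescence score within five deviations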;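 also: score derived from kinetic fluorescence span divided by baseline fluorescence per well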
The depositor's hits bear a star; i = inactive; ? = inconclusive; / = not tested or not shown. Compounds as they come; about 6.3% have a hit in one of these screens.

SMILES	KCNK9 block	SKKanGAS inh	KCNK3 block	hERG rescue	RGS4 pot	HDAC3 inh	RGS4 block	ANO1 activ	KCNQ1 block	KCNQ1 pot	ANO1 block
CS(=O)(=O)N(Cc1nnc(-c2cccs2)o1)c1ccc(Cl)cc1F	i	7	i	-10	i	-2	i	i	i	i	i
Cc1cccnc1NC(=O)Nc1cccc2ccccc12	i	-6	i	-5	i	-3	i	i	i	i	i
CCOc1cc(NC(=O)c2ccccc2C)c(OCC)cc1NC(=O)C1=Cc2ccccc2OC1	i	1	i	-7	i	2	i	i	i	i	i
COC(=O)C1C2C=CC3(CN(c4cccc(Cl)c4)C(=O)C13)O2 (stereo not given)	i	-10	i	-5	i	0	i	i	i	i	i
Cc1ccc(S(=O)(=O)NC(=O)NCCCCNC(=O)NS(=O)(=O)c2ccc(C)cc2)cc1	i	1	i	3	i	-7	i	i	i	i	i
Oc1ccc(/C=N/Nc2ccc(Cl)nn2)cc1O	i	4	i	-4	i	/	i	i	i	i	i
Fc1ccccc1/C=N/Nc1nc2ccccc2o1	i	-3	i	-5	i	1	i	i	i	i	i
O=C(CC(C(=O)O)c1ccc(Cl)cc1)c1ccc(Cl)c(Cl)c1 (stereo not given)	i	16	i	-7	i	3	i	i	i	i	i
Cc1cccc(-c2noc(CCCC(=O)NC3CCCC3)n2)c1	i	-6	i	-3	i	0	i	i	i	i	i
Cc1cccc(N(CC(=O)NC2CCCCC2)C(=O)c2c(C)noc2C)c1	i	11	i	-3	i	10	i	i	i	i	i
O=C(c1ccccc1OCc1ccccc1Br)N1CCN(c2ncccn2)CC1	i	-4	i	-11	i	13	i	i	i	i	i
CC1CCN(CCCNC(=O)c2ccc(Cn3c(=S)[nH]c4ccc(Br)cc4c3=O)cc2)CC1	i	4	/	-15	i	6	i	/	8*	i	i
CC(C)(C)c1nnc2sc(SCC(=O)N3CCc4ccccc43)nn2c1=O	i	-1	i	-9	i	-4	i	i	i	i	i
CCc1nn(CCCC(=O)NC(C)c2ccccc2)c(=O)c2cc3occc3n12 (stereo not given)	i	3	i	-10	i	4	i	i	i	i	i
CC1(C)CN(C(Cc2ccccc2)C(N)=O)C1=O (stereo not given)	i	5	i	1	i	0	i	i	i	i	i
CCOC(=O)c1c(-c2ccc(F)cc2)csc1NC(=O)c1c(-c2ccccc2)noc1C	i	11	i	-3	i	-4	i	i	i	i	i
O=C(COC(=O)c1cncc(Br)c1)NCc1ccco1	i	-3	i	-4	i	8	i	i	i	i	i
CC1=C(CCN2CCN(C3CCCC3)C(CCO)C2)C(C)(C)CCC1 (stereo not given)	i	-4	i	-21	i	3	i	i	i	i	i
CCOc1cc(/C=C2\CCCc3c2nc2ccccc2c3C(=O)O)ccc1OC	i	-8	i	-7	i	4	i	i	i	i	i
CC1CCC(NC(=O)Cn2cc3c(n2)CCCC3)CC1 (stereo not given)	i	-7	i	-2	i	?	i	i	i	i	i
Cc1ccccc1CSCC(=O)NCCSc1ccccn1	i	6	i	-13	i	-2	i	i	i	i	i
CC(NCCc1ccc(S(N)(=O)=O)cc1)C(=O)NCCc1ccc(F)cc1 (stereo not given)	i	4	i	-5	i	0	i	/	i	i	i
COc1ccc(NC(=O)/C(Cl)=C(/Cl)S(=O)(=O)Cc2ccc(C)cc2)cn1	i	-14	i	-6	i	/	12*	i	i	i	/
Cc1cc2c(ncn2C)c(NS(=O)(=O)c2ccc(F)cc2)c1C	i	8	i	-9	i	1	i	i	i	i	i
Cc1ccc(S(=O)(=O)Oc2ccc(/C=C3/C(=N)N4C(=NC3=O)SN=C4S(C)(=O)=O)cc2)cc1	i	5	i	-13	i	2	i	i	i	i	i
O=C(c1ccccc1)c1ccc(OCC(=O)N2CCOCC2)cc1	i	-3	i	-8	i	-2	i	i	i	i	i
CCc1ccc(C2NC(c3ccc(CC)cc3)C([N+](=O)[O-])C(C)(C)C2[N+](=O)[O-])cc1 (stereo not given)	i	6	i	-6	i	0	i	i	i	i	i
C=CCNC(=S)Nc1sc2c(c1C(N)=O)CCCC2	i	6	i	-2	i	9	i	i	i	i	i
O=C(Nc1ccccc1)N1CCN2C(=O)c3ccccc3C12c1ccccc1 (stereo not given)	i	0	i	-13	i	3	i	i	i	i	i
O=C(Nc1nc2cc3c(cc2s1)OCO3)C1CCCCC1	i	26	i	-6	i	3	i	i	i	i	i
CCOC(=O)N1CCC(NC(=O)CN(C)S(=O)(=O)c2cc3c(cc2Cl)NC(=O)CO3)CC1	i	-5	i	-7	i	3	i	i	i	i	i
CCC(C)C(NC(=O)OC(C)(C)C)C(=O)NC(CC(C)C)C(N)=O (stereo not given)	i	-3	i	-6	i	-3	i	i	i	i	i
COc1cccc(C(=O)C2CCCN(Cc3cccn3-c3ccccn3)C2)c1 (stereo not given)	i	/	i	-23	i	1	i	i	i	i	i
O=C(NCc1csc(-c2ccccc2)n1)c1cc(F)cc2c1OCOC2	i	27	i	-12	i	0	i	i	i	i	i
COc1ccc2cc(-c3cc(C(=O)O)c4ccccc4n3)ccc2c1	i	19	i	-9	i	-17	i	i	i	i	i
O=C(c1ccc(N2C(=O)C3CC=C(Cl)CC3C2=O)cc1)N1CCOCC1 (stereo not given)	i	0	i	-5	i	-1	i	i	i	i	i
Cc1cc(C)c(S(=O)(=O)N2CCN(c3ccc([N+](=O)[O-])c(NCC4CCCO4)c3)CC2)c(C)c1 (stereo not given)	i	1	i	-7	i	7	i	i	i	i	i
COc1ccc(NS(=O)(=O)c2ccc(Br)s2)cc1OC	i	2	i	-2	i	6	i	i	i	i	i
O=[N+]([O-])c1ccc(N2CCN(Cc3cccc([N+](=O)[O-])c3)CC2)cc1	i	1	i	-12	i	0	i	i	i	i	i
C/C(=N\N1CCCCC1)c1ccccc1O	i	-2	i	0	i	4	i	i	i	i	i
Cc1ccc(S(=O)(=O)Nc2ccccc2C(N)=O)cc1	i	-7	i	-11	i	0	i	i	i	i	i
COc1cccc(CNC(=O)Cn2ccc3cc(S(=O)(=O)N4CCCC4)ccc32)c1OC	i	-1	i	-10	i	7	i	i	i	i	i
Cc1ccc(S(=O)(=O)N2CCC(C(=O)N[C@@H](C)C(=O)NCc3ccco3)CC2)cc1	i	-4	i	-6	i	-1	i	i	i	i	i
COc1ccc(C2CC(C(F)(F)F)n3nc(C(=O)NCCCn4ccnc4)cc3N2)cc1OC (stereo not given)	i	2	i	-5	i	-9	i	i	i	i	i
CCC/C=N/Nc1nnc(Cc2ccc(OC)c(OC)c2)c(=O)[nH]1	i	-5	i	-4	i	4	i	i	i	i	i
C/C(=N/Nc1ccc(C)cc1)C1(C)N(O)C(C)(C)C(c2ccco2)=[N+]1[O-] (stereo not given)	i	-7	i	-11	i	-3	i	i	i	i	i
c1ccc(CSc2ccc(-c3cccs3)nn2)nc1	i	-2	i	-10	i	-5	i	i	i	i	i
CN(C)S(=O)(=O)c1cccc(NC(=O)c2ccc(N3CCOCC3)c([N+](=O)[O-])c2)c1	i	0	i	-14	i	13	i	i	i	i	i
CC(OC(=O)c1cccc(S(=O)(=O)N2CCCCCC2)c1)C(=O)Nc1ccc(S(N)(=O)=O)cc1 (stereo not given)	i	-5	i	-13	i	3	i	i	i	i	i
COCCN(Cc1cc2cc3c(cc2nc1Cl)OCO3)C(=O)Nc1ccc(OC)cc1	i	-4	i	-11	i	-4	i	i	i	i	i
O=C(Cn1c(=O)c2cccn2c2ccccc21)NCCc1ccc(Cl)cc1	i	1	i	-2	i	-1	i	i	i	i	i
CC(=O)OCCN(CCCn1c(-c2ccncc2)nc2ccccc21)c1nc(CN2CCCCC2)cs1	i	1	i	-8	i	0	i	i	i	i	i
Nc1cc(=O)nc(SCC(=O)NC2CCCCC2)n1-c1ccccc1	i	-5	i	-7	i	-1	i	i	i	i	i
CN1CCN(C(=O)C2=C[C@@H](c3csc4ccccc34)C[C@@H](OCc3ccc(CO)cc3)O2)CC1	i	-8	i	-4	i	?	i	i	i	i	i
Cc1cc(OCC(=O)NCC(C)C)cc(C)c1Br	i	4	i	-3	i	5	i	i	i	i	i
COc1ccc(/C=N/n2cnnc2)cc1Oc1nc(Cl)ncc1F	i	0	i	-15	i	-9	i	i	i	i	i
Cc1cccc(N2CCN(c3nc4ccc(Cl)cc4n4cnnc34)CC2)c1C	i	5	i	-13	i	0	i	i	i	i	i
COc1cc(C(CCN2CCCC2)c2c(OC)cc(OC)c3ccc(=O)oc23)cc(OC)c1OC (stereo not given)	i	7	i	-5	i	-9	i	i	i	i	i
O=C1CC(=O)N(c2cccc(F)c2)N1	i	17	i	-6	i	/	i	i	i	i	i
CN1CCn2c1nc(N1CCCCC1)nc2=O	i	0	i	-20	i	10	i	i	i	i	i
Following part.
SMILES	KCNK9 block	SKKanGAS inh	KCNK3 block	hERG rescue	RGS4 pot	HDAC3 inh	RGS4 block	ANO1 activ	KCNQ1 block	KCNQ1 pot	ANO1 block
O=C(Oc1cccnc1)c1cc(S(=O)(=O)N2CCOCC2)ccc1Cl	i	-1	i	-3	i	12	i	i	i	i	i
CCOC(=O)Cc1csc(SCc2cc(=O)oc3cc(O)ccc23)n1	i	4	i	-6	i	-2	i	i	i	i	i
O=C(OCC(=O)N1CCN(S(=O)(=O)c2ccc(Cl)cc2)CC1)C1CCC1	i	8	i	-10	i	4	i	i	i	i	i
O=C1CCCN1CN1CCCCC1	i	-3	i	-6	i	-1	i	i	i	i	i
COC(=O)c1ccc(NC(=O)c2ccc3c(c2)C(=O)N(C)C3=O)cc1	i	-4	i	-12	i	1	i	i	i	i	i
O=C(NC1CCCC1)C(c1ccc(F)cc1)N(C(=O)c1csnn1)C1CC1 (stereo not given)	i	18	i	-2	i	7	i	i	i	i	i
COc1ccc(S(=O)(=O)N2CC(C)N(C(=O)N(C)C)C2C)cc1 (stereo not given)	i	-1	i	-2	i	-5	i	i	i	i	i
COC(=O)c1ccccc1NC(=O)CN(Cc1ccccc1)S(C)(=O)=O	i	-5	i	-6	i	-2	i	i	i	i	i
